Assay outcomes: PubChem, National Center for Advancing Translational Sciences (NCATS)
GoLoco inh red – inhibitors of human Gai1-RGS12 GoLoco interaction (red fluorophore) | Gai1:RGS12 GoLoco peptide FP, rhodamine, 10 min | Potency, µM (top dose mostly 61.6 µM), for the others: at the highest dose activity, negative = inhibition, usual class: inhibitors | 230,000 compounds, 0.44% hits | AID 880; active means well fitted inhibition curve with a large enough effect, not every such curve was filed as active; inactive means no such curve, though single readings can be large or run the other way; further: nearly all actives have a fitted effect of over 30% in size; many of its hits are not listed in these tables
Target sequence (P63096 whole entry, looked up): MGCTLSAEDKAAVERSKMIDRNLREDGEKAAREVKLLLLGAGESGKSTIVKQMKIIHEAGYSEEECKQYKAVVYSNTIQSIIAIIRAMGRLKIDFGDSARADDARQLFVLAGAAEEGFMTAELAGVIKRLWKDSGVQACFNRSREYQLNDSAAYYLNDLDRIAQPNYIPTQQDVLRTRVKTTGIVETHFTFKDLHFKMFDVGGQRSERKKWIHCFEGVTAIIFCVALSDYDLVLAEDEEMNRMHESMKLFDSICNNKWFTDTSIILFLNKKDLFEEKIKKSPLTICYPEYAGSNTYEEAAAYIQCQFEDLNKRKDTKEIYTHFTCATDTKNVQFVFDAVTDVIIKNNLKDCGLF
GAA inh – alpha-glucosidase (human) inhibition; P10253; purified human GAA, 4-MU-alpha-glucoside fluorescence; Potency, µM (titrated, usually from 76.9 µM), without a hit: at the top dose activity change, negative = inhibition, hits mostly inhibitors; 200,000 compounds, 0.005% hits; AID 1466;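 further: plate controls were uninhibited enzyme wells for no effect and no-enzyme background for full effect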
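Read-out is 4-methylumbelliferone fluorescence (Ex 365/Em 440 nm) after NaOH/glycine stop at pH 10. Enzyme 4 nM, substrate 400 uM, pH 5.0 citrate buffer, 20 min room temperature; AC50 from Hill-equation concentration-response.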
TexasRed fluor – counter-screen for TRb-SRC2 inhibitors: fluorescence interference; TRb/SRC2 Texas Red total fluorescence interference; Potency, µM (series often up to 106 µM), for inactives: at the highest dose fluorescence change, negative = quenching; 280,000 compounds, 0.29% hits; AID 1479; active means well fitted curve in either direction with a large enough effect; inconclusive means small, poorly fitted or top-dose-only effect
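Human TRβ ligand-binding domain (0.6 uM) and Texas Red SRC2 peptide (20 nM) in Tris buffer with 1 uM T3 and 5% DMSO were incubated with pinned compound for 5 hr at ambient temperature. Total fluorescence was computed as S + 2P (555/632 nm).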
L3MBTL1 inh – inhibitors of human L3MBTL1; Q9Y468; 230,000 compounds, 0.66% hits; AlphaScreen L3MBTL1–H3K9me1 peptide binding; Potency, µM (titrated, usually from 57.1 µM), inactives show at the top dose activity, negative = inhibition, usual class: inhibitors; AID 485360; further: nearly all actives have a fitted effect of over 60% in size
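AlphaScreen assay: L3MBTL1 (50 nM final) was preincubated 30 min at room temperature with biotinylated H3(1-15)K9me1 peptide (75 nM final), then 30 min with library compounds; streptavidin donor and nickel chelate acceptor beads (10 ug/mL final) added, 30 min dark.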
GAA glycogen – alters human alpha-glucosidase cleavage of glycogen. AID 2100. recombinant GAA, glycogen substrate, Amplex Red glucose oxidase fluorescence. Potency, µM (highest dose often 76.4 µM), for the others: at the highest dose activity change, negative = inhibition, actives largely listed as inhibitors. 300,000 compounds, 0.38% hits. P10253;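 further: 0% = full enzyme reaction and -100% = no-enzyme basal signal; the screen sought inhibitors and activators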
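qHTS, 1536-well; enzyme 4 nM final; cpd up to 77 uM; substrate bovine liver glycogen 30 ug; 50 mM citrate/phosphate pH 5.0, 0.01% Tween-20; 37 C, 40 min; Amplex Red detection 45 min RT; Hill fit → AC50.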
TRb-SRC2 inh – inhibitors of human thyroid hormone receptor beta-SRC2 interaction; Potency, µM (titrated, usually from 106 µM), inactives show at the highest dose activity change, negative = inhibition, actives largely listed as inhibitors; AID 1469; 280,000 compounds, 0.065% hits; P10828; TRbeta-SRC2 peptide binding, fluorescence polarization; receptor liganded with 1 µM T3;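 further: plate controls were bound peptide for no effect and peptide without receptor for full effect; nearly all actives have a fitted effect of over 50% in size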
Target sequence (P10828 whole entry, looked up): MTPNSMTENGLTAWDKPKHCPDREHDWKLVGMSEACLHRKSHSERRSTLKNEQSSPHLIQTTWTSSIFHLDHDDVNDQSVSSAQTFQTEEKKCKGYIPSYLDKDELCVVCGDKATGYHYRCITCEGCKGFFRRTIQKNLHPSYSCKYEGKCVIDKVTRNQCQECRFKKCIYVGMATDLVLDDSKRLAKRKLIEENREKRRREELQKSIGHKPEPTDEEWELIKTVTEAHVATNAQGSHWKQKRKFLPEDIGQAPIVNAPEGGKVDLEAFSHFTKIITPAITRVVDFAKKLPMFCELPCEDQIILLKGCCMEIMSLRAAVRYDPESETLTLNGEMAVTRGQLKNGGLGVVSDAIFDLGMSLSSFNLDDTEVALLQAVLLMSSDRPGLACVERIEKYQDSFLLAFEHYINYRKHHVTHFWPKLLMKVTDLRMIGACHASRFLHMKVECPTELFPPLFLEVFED
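Polarization signal, normalized between peptide-alone and full complex controls, measured compound effects on T3-liganded human TRb LBD (0.6 uM) binding 20 nM Texas Red SRC2 peptide after 5 hr.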
RECQ1 inh – blocks DNA unwinding by human RECQ1; Potency, µM (series often up to 57.3 µM), for inactives: top-dose activity, negative = inhibition, hits mostly inhibitors; P46063; 240,000 compounds, 0.54% hits; RECQ1 DNA unwinding, red fluorescence kinetic read; AID 2549;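 further: plate controls were vehicle for no effect and no enzyme for full effect; nearly all actives have a fitted effect of over 30% in size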
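50 nM RECQ1T1 preincubated 15 min with compound in Tris pH 8.0 buffer with MgCl2, DTT, Tween-20 and 2.5 ug/ml poly(dI-dC); started with 200 nM TAMRA/BHQ-2 forked duplex and 2 mM ATP. Unwinding read as fluorescence (525/598 nm), two reads 2 h apart.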
GAA spleen mod – inhibits or activates alpha-glucosidase in human spleen homogenate; P10253; 240,000 compounds, 0.006% hits; Potency, µM (titrated, usually from 79.9 µM), for the others: at the top dose activity change, negative = inhibition, most hits filed as inhibitors; human spleen homogenate, 4-MU-alpha-glucoside fluorescence; AID 2112;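 further: 0% = enzyme with vehicle and -100% = no enzyme basal signal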
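AC50 values come from Hill-equation fits of concentration-response data, normalized to no-enzyme and full-activity controls. Enzyme source: 1 ug human spleen homogenate; 1 mM fluorogenic 4-MU glucoside, pH 5.0 citrate buffer, 37 C, 40 min.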
Active calls of the source: *; i = inactive; u = inconclusive; x = not tested or not shown; & = joins results of further samples; [ ] = remark or other dose. Unless noted, the call rests on the fitted dose curve; in most records, active means well fitted curve in the direction sought with a large enough effect; inconclusive means small, poorly fitted or top-dose-only effect, or another doubt; inactive means no such curve, though single readings can be large; an effect the other way counts as inactive or inconclusive. Unless noted, on the % scale 0 is the no-effect control and ±100 the full control effect; potency means the concentration at half of the fitted maximal effect. Some of the compounds tested, so the mix of outcomes need not match the whole.

SMILES	GoLoco inh red	GAA inh	TexasRed fluor	L3MBTL1 inh	GAA glycogen	TRb-SRC2 inh	RECQ1 inh	GAA spleen mod
COCCN(CCOC)S(=O)(=O)c1ccc(C(=O)Nc2nnc(C3CC3)o2)cc1	9%	2%	-3%	-15%	1%	-9%	0%	-17%
COc1cc(C(c2c(C)[nH][nH]c2=O)c2c(C)[nH][nH]c2=O)ccc1OS(=O)(=O)c1ccccc1	14%	-7%	-13%	x	u	-19%	-4%	-2%
OCCCNCc1ccc(Cl)cc1Cl	6%	u	-2%	16%	8%	-5%	14%	2%
Cc1ccn2c(c1)nc(=S)n2C(=O)c1ccccc1	8%	-6%	0%	-13%	-5%	-4%	-1%	-8%
COCCCNC(=O)CN1CCN(Cc2ccccc2Cl)C1=O	1%	11%[15.4 µM]	-6%	26%	4%	-1%	-5%	-6%
O=C(CCN1C(=O)C2C3C=CC(C3)C2C1=O)N1CC(=O)N(CCc2ccccc2)C(=O)C1 (stereo not drawn)	-4%	4%	4%	x	5%	1%	-3%	2%
Cc1ccccc1-c1nc(CS(=O)(=O)CC(=O)N2CCc3ccccc32)c(C)o1	7%	-2%	-3%	24%	1%	-6%	i	2%
COc1ccccc1NC(=O)CN1CCN(c2ccccc2F)CC1	5%	-1%	-2%	2%	0%	-6%	-5%	-14%
CCOc1ccccc1C(=O)Nc1nnc(SCC(=O)N2CCOCC2)s1	15%	-5%	2%	u	-2%	-18%	-5%	x
CN(C)c1ccc(C(=S)N2CCN(C(=S)Nc3ccccc3)CC2)cc1	0%	11%	0%	-7%	-7%	-5%	6%	2%
CCCC(=O)Nc1nc2c(OC)ccc(OC)c2s1	11%	-12%	-4%	x	5%	7%	-1%	-3%
CCOC(=O)N1CCC(Nc2cccc(SC)c2)CC1	-11%	-1%	-1%	-3%	7%	-3%	i	-14%
Cc1ccc2nc(NC3=NCN(CCc4ccccc4)CN3)nc(C)c2c1	-7%	-2%	1%	-4%	1%	5%	0%	-11%
CCN(CC(=O)Nc1ccc2c(c1)OCCO2)C(=O)C1CCCCC1	-3%	-5%	-1%	4%	-2%	0%	-4%	-5%
O=C(c1cnn2c1NC(c1ccco1)CC2C(F)(F)F)N1CCN(c2cccc(Cl)c2)CC1 (stereo not drawn)	231%[activator]	-7%	-3%	-14%	-11%	3%	-18%	-21%
Oc1c(/C=N/c2ncn[nH]2)ccc2ccccc12	-8%	-7%	-12%	-3%	2%	-10%	7%	9%
O=C1CCCN1c1ccc(Br)cc1	10%	0%	-5%	x	3%	2%	-12%	2%
Cc1ccc(NC(=O)CN2C(=O)CNC2=O)cc1	4%	x	-1%	x	5%	-5%	29%	3%
Cc1cc2c(cc(C(=O)N3CCC(C(=O)N4CCCC4)CC3)n2Cc2c(F)cccc2Cl)o1	-14%	1%	0%	x	14%	-8%	-3%	10%
CNC(=O)CSc1nnc(-c2ccncc2)n1Cc1ccccc1	3%	2%	2%	-1%	6%	-6%	-9%	0%
O=C(/C=C/NCc1cccnc1)C(F)(F)C(F)(F)F	6%	1%	-3%	-13%	0%	3%	-2%	-16%
Cc1ccc(S(=O)(=O)NCC(=O)N(CC(=O)NC2CCCCC2)CC2CCCO2)cc1 (stereo not drawn)	-9%	-1%	-2%	x	9%	-3%	u	-6%
CCOC(=O)CN1CCc2c(C)nc3c(-c4ccc(OC)c(OC)c4)cnn3c21	1%	-15%	-5%	0%	-11%	-19%	-4%	-7%
O=C(N=Nc1c(O)[nH]c2ccccc12)c1cccs1	-1%	u	-15%	x	-7%	1%	-5%	-11%

Full records, quoted from the list. Order of values: GoLoco inh red, GAA inh, TexasRed fluor, L3MBTL1 inh, GAA glycogen, TRb-SRC2 inh, RECQ1 inh, GAA spleen mod
`COc1cc(C(c2c(C)[nH][nH]c2=O)c2c(C)[nH][nH]c2=O)ccc1OS(=O)(=O)c1ccccc1` in the list: 14%, -7%, -13%, x, u, -19%, -4%, -2%
`Cc1ccc2nc(NC3=NCN(CCc4ccccc4)CN3)nc(C)c2c1` in the list: -7%, -2%, 1%, -4%, 1%, 5%, 0%, -11%

Next part
SMILES	GoLoco inh red	GAA inh	TexasRed fluor	L3MBTL1 inh	GAA glycogen	TRb-SRC2 inh	RECQ1 inh	GAA spleen mod
COc1ccc(N(CC(=O)Nc2cccc(C)c2C)S(=O)(=O)c2c(C)[nH]c(=O)[nH]c2=O)cc1	-6%	x	2%	-5%	4%	9%	2%	1%
CN1CCN(C(=O)c2ccc(C(F)(F)F)cc2)CC1	10%	2%	-7%	0%[11.4 µM]	-8%	3%	-4%	9%
Cc1cccnc1NC(N)=S	0%	1%	-2%	31%[activator]	-2%	-2%	i	-3%
N#CC1(c2nc3ccccc3[nH]2)CC1c1ccc2c(c1)OCO2 (stereo not drawn)	3%	9%	-2%	x	-2%	-4%	-2%	-2%
COC(=O)C1(C(C[N+](=O)[O-])c2ccc(C)cc2)C(=O)NCC1c1ccco1 (stereo not drawn)	1%	x	-6%	-11%	5%	1%	-1%	9%
COc1ccc(C(=O)N(CC(=O)NC(C)(C)C)c2ccc3c(c2)OCCO3)cc1OC	3%	-4%	1%	2%	1%	-12%	i	3%
COc1ccc(C2=NN3C(C2)c2ccccc2OC32C(=O)N(C)c3ccccc32)cc1 (stereo not drawn)	43%[activator]	-10%	-6%	-13%	-4%	3%	-7%	1%
COc1ccc(C2(CNC(=O)CCC(=O)O)CCCC2)cc1	-11%	1%	-4%	-6%	5%	-8%	-9%	-7%
COc1ccc(-c2ccoc2)cc1C1C2C=CCC(C)C2C(=O)N1Cc1ccccc1 (stereo not drawn)	x	x	0%	x	x	-16%	-1%	2%
CC(=O)c1sc(N/N=C2\CC3CC2C(C)C3(C)C)nc1C (stereo not drawn)	8%	-10%	-2%	-29%	u	-5%	i	10%
CCCCN(C)c1nc(-c2ccco2)c2c(c1C#N)CC(C)(C)OC2	9%	u	-2%	11%	-11%	-1%	-6%	7%
CCOc1cc(/C=C2/C(=O)N(c3ccccc3)N=C2C)ccc1OC(=O)c1ccco1	11%	-15%	0%	-29%	u	u	-1%	-4%
COCCN(Cc1ccco1)C(=O)Cn1ncc2c(=O)oc3ccccc3c21	6%	x	-3%	x	5%	5%	-9%	-12%
CC(=O)c1ccc(N2CCN(C(=O)COc3ccc(F)cc3)CC2)c(F)c1	2%	-5%	1%	-5%	7%	-1%	i	-23%
CC1CCCN(Cc2nc3c(c(=O)n(C)c(=O)n3C)n2CC(N)=O)C1 (stereo not drawn)	3%	-3%	1%	7%	7%	1%	-10%	-12%
O=C(O)CCC(=O)Nc1ccc(NC(=O)c2ccc(Cl)cc2Cl)c(Cl)c1	7%	10%	-1%	17%	-7%	0%	i	-10%
C=CCC(C)(O)c1cccs1 (stereo not drawn)	-3%	x	-4%	x	x	13%	-9%	0%
c1ccc(CN2CCN(c3nc(-c4ccccn4)nc4ccccc34)CC2)cc1	-1%	-4%	1%	-30%	2%	-17%	-3%	-7%
COc1ccc(-c2nsc3c(N4CCN(S(=O)(=O)c5ccccc5F)CC4)ncnc23)cc1	10%	0%	0%	-2%	-2%	-7%	-1%	-10%
COC(=O)c1nnn(-c2nonc2N)c1CSc1nc2ccccc2s1	-1%	-6%	-7%	x	-4%	-5%	-4%	-14%
O=C(CSc1nnc(-c2ccc(Cl)cc2)n1Cc1ccco1)c1cccs1	12%	4%	3%	u	-9%	3%	i	3%
Cn1c(=O)c2[nH]c(-c3ccc(S(=O)(=O)O)cc3)nc2n(C)c1=O	11%&6%	x	-1%&-1%	x	x	2%&-2%	-7%&-3%	2%&18%
COc1ccc(CCN2C(=NC(=O)C(C)C)SC3CS(=O)(=O)CC32)cc1 (stereo not drawn)	3%	x	0%	2%	-1%	2%	-4%	3%
COc1ccccc1CNC(=O)C(CCSC)NC(=O)C1CCC(C)CC1 (stereo not drawn)	0%	-5%	-3%	x	3%	-7%	-6%	2%
O=C(Nc1ccc(O)cc1)C1CCCO1 (stereo not drawn)	-2%	3%	0%	x	19%	-3%	-7%	-5%
O=C(O)/C=C/C(=O)c1ccc2c(c1)NC(=O)CO2	-15%	-11%	0%	-5%	2%	-6%	i	x
COc1ccccc1-c1c(-c2ccc(O)cc2O)n[nH]c1C(F)(F)F	1%	x	-1%	-16%	-20%	8%	-3%	3%
CCOc1cc(/C=N/NC(=O)Cn2nc([N+](=O)[O-])cc2C)cc(Br)c1OCc1ccccc1F	4%	5%	-2%	x	0%	-6%	-2%	4%
O=C(COc1ccc(Cl)cc1)N(Cc1ccccc1)c1nc(-c2ccccc2)cs1	-4%	-2%	-1%	5%	8%	-4%	-5%	7%
O=C(NC(=O)N1CCCCC1)c1ccccc1	3%	u	1%	3%	12%	1%	i	3%
O=C(Cc1ccccc1)N/N=C/c1cccs1	-8%	0%	-2%	-4%	2%	-5%	-2%	7%
O=C(CN1CCN(c2ccc(O)cc2)CC1)Nc1cc([N+](=O)[O-])ccc1Cl	-19%	2%	5%	-4%	11µM*	-4%	-8%	3%
c1coc(-c2nnc(NC3=NCCC3)o2)c1	15%	-1%	-8%	0%[11.4 µM]	-2%	-3%	-1%	10%
COc1ccccc1N(C(=O)c1cncc(Br)c1)c1nc(-c2ccc(C)cc2)cs1	15%	-2%	-3%	-13%	9%	6%	-3%	0%
COc1ccccc1Nc1nnc(SCC2CCCCO2)s1 (stereo not drawn)	0%	-5%	-3%	u	6%	3%	-16%	x
N#CC(C#N)=C(Nc1ccc(F)cc1)SCc1cccc(Br)c1	-8%	u	-1%	-14%	-9%	1%	-6%	-1%

Some values from above:
CC(=O)c1sc(N/N=C2\CC3CC2C(C)C3(C)C)nc1C (stereo not drawn) – L3MBTL1 inh: -29%
CCOC(=O)CN1CCc2c(C)nc3c(-c4ccc(OC)c(OC)c4)cnn3c21 – GAA glycogen: -11%
